Compound activity: PubChem BioAssay, several laboratories
ABCB6 inh MLPCN – blocks the human ABCB6 transporter; Q9NP58; K562-ABCB6 porphyrin accumulation, flow cytometry, 1 h; active compounds read low; fluorescence ratio to DMSO, % at 10 µM; hit rate 0.19% among 360,000; AID 602162;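 active = fluorescence ratio to DMSO below 75%, the collection mean minus 3 SD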;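 note: signal is porphyrin accumulated inside mitochondria; 100% equals median channel fluorescence of DMSO control wells; lower ratio means ABCB6 inhibition with less porphyrin fluorescence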
iPSC survival up – increases survival of single human iPS cells; hiPSC single-cell survival, ATPlite luminescence; 100% = ROCK inhibitor wells, 0% = DMSO; survival enhancement, % at 20 µM; hit rate 0.044% among 360,000; AID 602274; in the data active = survival enhancement above about 18%;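 note: cells exposed to compounds for 16 hours before the ATP read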
Granule exo inh – lytic granule exocytosis inhibition. TALL-104 LAMP-1 surface exposure, flow cytometry; cells stimulated with thapsigargin and PMA. inhibition, % at 10 µM. hit rate 0.66% among 360,000. AID 651702;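 active = inhibition above about 55%, limit read from the data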
HTR2A ag – mouse HTR2A agonism via beta-arrestin recruitment | P35363 | hit rate 0.66% among 360,000 | activation, % at 7.6 µM | CHO-K1 mHTR2A beta-arrestin complementation, luminescence; percent of 30 µM serotonin response;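 active = activation above a run cutoff, the mean activation of all tested compounds plus 3 SD, cut at about 14% in these data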;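 note: 0% = plate median of compound wells and 100% = 30 µM serotonin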
Target sequence (P35363 whole entry, looked up): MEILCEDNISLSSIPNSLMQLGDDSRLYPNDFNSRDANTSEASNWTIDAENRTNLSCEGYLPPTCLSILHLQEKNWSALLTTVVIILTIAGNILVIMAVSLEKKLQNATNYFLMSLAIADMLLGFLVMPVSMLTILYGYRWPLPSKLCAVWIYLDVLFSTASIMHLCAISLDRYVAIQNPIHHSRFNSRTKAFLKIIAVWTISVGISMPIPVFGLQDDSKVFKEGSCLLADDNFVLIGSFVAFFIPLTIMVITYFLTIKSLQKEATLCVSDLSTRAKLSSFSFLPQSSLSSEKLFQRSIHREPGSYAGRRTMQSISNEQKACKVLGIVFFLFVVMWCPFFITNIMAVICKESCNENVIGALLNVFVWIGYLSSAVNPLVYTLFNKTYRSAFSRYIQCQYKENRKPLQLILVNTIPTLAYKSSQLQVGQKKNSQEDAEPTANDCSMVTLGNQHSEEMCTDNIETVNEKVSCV
MC4R ag barr – activates human MC4R beta-arrestin recruitment; P32245; U2OS MC4R beta-arrestin complementation, luminescence; percent of melanotan II response, DMSO zero; activation, % at 8.9 µM; hit rate 0.98% among 360,000; AID 540308;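 active = activation above a per-plate cutoff, the mean activation of sample wells on that plate plus 3 SD, cut at about 8% in these data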
Target sequence (P32245 whole entry, looked up): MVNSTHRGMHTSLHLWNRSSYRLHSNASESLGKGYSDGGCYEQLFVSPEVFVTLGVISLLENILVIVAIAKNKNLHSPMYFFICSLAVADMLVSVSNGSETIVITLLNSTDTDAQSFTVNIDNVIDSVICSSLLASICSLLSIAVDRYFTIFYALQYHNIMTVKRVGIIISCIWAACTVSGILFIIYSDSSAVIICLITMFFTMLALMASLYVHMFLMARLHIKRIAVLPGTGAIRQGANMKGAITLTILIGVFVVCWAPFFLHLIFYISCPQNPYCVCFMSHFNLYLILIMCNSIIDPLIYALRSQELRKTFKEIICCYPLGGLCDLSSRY
aDG glyco act – alpha-DG glycosylation activation; Pro5-aDG cells, alpha-DG glycosylation AlphaScreen (IIH6); 0% Pro5, 100% B10-LARGE cell signal; hit rate 0.22% among 360,000; AID 624168; activation, % at 10 µM;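 active = activation of at least 8% versus controls, or a plate z-score of at least 8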;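 note: Pro5 are CHO cells carrying HIG-tagged alpha-DG that lacks glycosylation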
Glyco luc inh – blocks N-linked glycosylation in D54 reporter cells. reporter increase, % at 12.5 µM. D54 ERlucT glycosylation luciferase reporter, 24 h; percent of 100 nM tunicamycin response. hit rate 0.23% among 360,000. AID 588692;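 active = mean luciferase reporter signal, scaled so untreated is 0 and the glycosylation-blocking control 100, at or above a set limit in every replicate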;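 note: luciferase carries N-glycosylation sites so blocking glycosylation raises the light; 0% = median of neutral control wells and 100% = median of 100 nM tunicamycin wells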
ABHD5-PLIN5 inh – ABHD5-PLIN5 protein interaction inhibition | hit rate 0.78% among 360,000 | Q00G26+Q8WTS1 | Split G. princeps luciferase complementation, luminescence, 4 h | AID 602281 | inhibition, % at 4 µM;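 active = inhibition above the mean inhibition across every tested compound plus 3 SD, cut at about 22% in these data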;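 note: 0% = DMSO only wells and the 100% control is not disclosed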
H9c2 protect – modulators protecting cardiomyocytes from myocardial damage; AID 588492; hit rate 0.63% among 360,000; H9c2 cardiomyocytes, H2O2 injury protection, ATPLite, 2 h; protection from H2O2 cell death, % at 20 µM;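 active = compounds giving at least 50% protection of heart cells from peroxide-induced death in the single-dose screen, raw or plate-pattern-corrected value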;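 note: 0% = DMSO wells with peroxide and 100% = DMSO wells without peroxide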
MC4R antagonist – human MC4R antagonism in cAMP assay; P32245; MC4R-expressing cells, MTII-stimulated cAMP, LANCE TR-FRET; inhibition, % at 6.5 µM; hit rate 0.48% among 360,000; AID 540295;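 active = inhibition above its plate's cutoff, the mean of tested wells on that plate plus 3 SD, cut at about 29% in these data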;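 note: 0% = Melanotan II alone and 100% = Melanotan II plus saturating MCL0020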
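Assay system: human MC4R-expressing U2OS cells; reagent: Melanotan II stimulation of cells; dosing: 6.5 µM single dose; timing: compound 30 min, challenge 1 h, detection 1 h; signal: TR-FRET cAMP assay; replicates: one well per compound, no replicates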
Starred values were filed as active, the others as inactive; / = no result given.

1) COc1ccc(/C=C/C(=O)Nc2c(C)nn(C)c2C)cc1COc1ccc(Br)cc1
2) CC(=O)c1ccc(NC(=O)CSc2nnc(-c3ccoc3C)n2Cc2ccccc2)cc1
3) O=C1OCCN1C(=O)[C@H]1[C@H](c2ccc(Cl)cc2)C(c2ccccc2)=NN1c1ccccc1
4) CC(=O)c1cc(OC(=O)c2ccncc2)ccc1OC(=O)c1ccncc1
5) COc1ccc(-n2nc3cc(C)c(NC(=O)c4cccnc4)cc3n2)cc1
6) CN(Cc1ccccc1)C(=O)c1ccc(NC(=O)C2CCCN(C(=O)OC(C)(C)C)C2)cc1 (stereo unspecified)
7) CSCCC(C(=O)N1C[C@]2(C)C[C@H]1CC(C)(C)C2)N1C(=O)c2ccccc2C1=O (stereo partly specified)
8) Cc1ccc(C(=O)Oc2cccnc2)cc1[N+](=O)[O-]

Screen / compound no.	1	2	3	4	5	6	7	8
H9c2 protect	-6	-5	26	22	-9	-7	15	0
HTR2A ag	-3	4	12	0	4	1	2	-2
aDG glyco act	-0.1	0.9	-0.1	-0.2	0.1	1.3	0.0	0.1
Granule exo inh	0	0	-10	1	11	38	-3	1
ABCB6 inh MLPCN	94	90	103	92	97	97	94	99
ABHD5-PLIN5 inh	2	7	-4	-1	-6	-1	-2	1
iPSC survival up	-2.6	-2.0	-1.4	-1.8	-4.2	0.4	1.0	3.7
MC4R ag barr	8.2	1.7	-0.5	-1.6	-0.3	-0.6	-2.7	1.1
Glyco luc inh	-4	-2	0	-3	0	-2	0	0
MC4R antagonist	-5	10	16	-4	6	8	4	3

9) CCOC(=O)C1=CCN(S(=O)(=O)c2ccc(Br)cc2)C1c1cccc(C)c1 (stereo unspecified)
10) Cc1cc(C)n(CC(=O)N2CCCC(C(=O)c3cccc(OC(C)C)c3)C2)n1 (stereo unspecified)
11) O=[N+]([O-])c1ccc(N2CCN(c3ccccc3F)CC2)c(S(=O)(=O)N2CCOCC2)c1
12) CC(=O)NCCCNC(=S)NCCCN(Cc1ccc(Cl)cc1)c1ccc(Br)cn1
13) Cc1c(Cl)cccc1NC(=O)c1ccc(-n2ccnc2)nc1
14) CCOC(=O)c1c(-c2cccs2)csc1N
15) COc1cccc(/C=N/NC(=O)CN2CC(c3ccccc3)CC2=O)c1O (stereo unspecified)
16) O=C(CSc1nnc(CNC(=O)C23CC4CC(CC(C4)C2)C3)n1-c1ccc(F)cc1)Nc1ccc(F)cc1

Screen / compound no.	9	10	11	12	13	14	15	16
H9c2 protect	-6	-9	-1	-1	4	4	56*	1
HTR2A ag	-5	-3	-1	-10	1	-4	4	4
aDG glyco act	-0.1	0.4	0.1	0.0	1.0	-0.3	0.3	0.0
Granule exo inh	-11	0	-1	12	-1	-2	0	0
ABCB6 inh MLPCN	94	98	97	97	99	101	91	100
ABHD5-PLIN5 inh	4	-1	-8	-6	3	-8	6	1
iPSC survival up	2.4	0.3	-2.1	-0.3	6.5	-2.2	-2.8	-0.1
MC4R ag barr	/	-0.2	-1.5	-1.7	-2.4	-0.8	2.8	1.2
Glyco luc inh	-2	-1	1	-3	-2	2	0	-3
MC4R antagonist	/	1	12	-5	5	-5	2	11

17) OC(CNCCc1ccc(C(F)(F)F)cc1)COc1cccc2ccccc12 (stereo unspecified)
18) CCOC(=O)C1CCCN(C(=O)CCNS(=O)(=O)c2ccc3c(c2)CCC(=O)N3)C1 (stereo unspecified)
19) CCCN(C(=O)COC(=O)Cn1c(=O)oc2ccccc21)c1c(N)n(Cc2ccccc2)c(=O)[nH]c1=O
20) CCOC(=O)C1=C(COC(=O)/C=C/c2ccc(OC)cc2OC)NC(=O)NC1C (stereo unspecified)
21) COC(=O)c1cccc(-n2nnnc2SCC(=O)Nc2cc(C)on2)c1
22) COc1ccc(CN(C)CCCn2cnc3c(SC)ncnc32)cc1OC
23) CC(=O)N(C)c1ccc(NC(=O)CCN2C(=O)c3ccccc3C2=O)cc1
24) CN(C)CCNS(=O)(=O)c1ccc(N2CCc3ccccc32)c([N+](=O)[O-])c1

Screen / compound no.	17	18	19	20	21	22	23	24
H9c2 protect	-30	2	-4	31	3	8	9	-6
HTR2A ag	3	-3	5	-1	1	-1	1	-12
aDG glyco act	1.4	-0.2	-0.3	0.0	0.9	-0.1	-0.1	0.5
Granule exo inh	31	0	-5	-1	-6	9	6	-10
ABCB6 inh MLPCN	105	92	92	102	97	102	96	94
ABHD5-PLIN5 inh	8	2	-3	1	-2	1	3	0
iPSC survival up	-3.3	-1.0	2.0	0.5	1.6	-2.7	0.5	-0.3
MC4R ag barr	15*	-0.9	-3.1	-0.2	-1.9	-2.8	-0.1	1.1
Glyco luc inh	-3	0	1	-1	2	-1	-1	-2
MC4R antagonist	12	5	3	4	-4	16	-7	-1

6 compounds already listed, ordered by heavy-atom count, lowest first.
23) CC(=O)N(C)c1ccc(NC(=O)CCN2C(=O)c3ccccc3C2=O)cc1
17) OC(CNCCc1ccc(C(F)(F)F)cc1)COc1cccc2ccccc12 (stereo unspecified)
20) CCOC(=O)C1=C(COC(=O)/C=C/c2ccc(OC)cc2OC)NC(=O)NC1C (stereo unspecified)
18) CCOC(=O)C1CCCN(C(=O)CCNS(=O)(=O)c2ccc3c(c2)CCC(=O)N3)C1 (stereo unspecified)
19) CCCN(C(=O)COC(=O)Cn1c(=O)oc2ccccc21)c1c(N)n(Cc2ccccc2)c(=O)[nH]c1=O
16) O=C(CSc1nnc(CNC(=O)C23CC4CC(CC(C4)C2)C3)n1-c1ccc(F)cc1)Nc1ccc(F)cc1

Screen / compound no.	23	17	20	18	19	16
H9c2 protect	9	-30	31	2	-4	1
HTR2A ag	1	3	-1	-3	5	4
aDG glyco act	-0.1	1.4	0.0	-0.2	-0.3	0.0
Granule exo inh	6	31	-1	0	-5	0
ABCB6 inh MLPCN	96	105	102	92	92	100
ABHD5-PLIN5 inh	3	8	1	2	-3	1
iPSC survival up	0.5	-3.3	0.5	-1.0	2.0	-0.1
MC4R ag barr	-0.1	15*	-0.2	-0.9	-3.1	1.2
Glyco luc inh	-1	-3	-1	0	1	-3
MC4R antagonist	-7	12	4	5	3	11

Additional compounds follow.
25) C[C@]12CCC3c4ccc(O)cc4CCC3C1CC/C2=N\N (stereo partly specified)
26) Cc1ccc(CNC(=O)c2cccc3c2C(=O)c2ccc(N4CCC(C)CC4)cc2S3(=O)=O)cc1
27) CCOC(=O)C1=C(COC(=O)CNC(=O)c2ccc(C(C)(C)C)cc2)NC(=O)NC1C (stereo unspecified)
28) COc1cccc(/C=C/C(=O)N2CCN(c3ccccn3)CC2)c1
29) CC1CCCC(NC(=O)COC(=O)COc2ccc(Br)cc2)C1C (stereo unspecified)
30) O=C(NC1CCCC1)c1ccc(CS(=O)(=O)c2ccc(Cl)cc2)o1
31) CCOC(=O)[C@H]1[C@H]2COc3ccccc3[C@@H]2N2C(=O)c3cc(Br)ccc3NC(=O)[C@@]12C
32) CCOc1cc(NC(=S)NCC2CCCO2)c(OCC)cc1NC(=O)c1cccc(F)c1 (stereo unspecified)

Screen / compound no.	25	26	27	28	29	30	31	32
H9c2 protect	-2	-7	-2	1	-9	0	18	-3
HTR2A ag	-1	5	3	-4	7	4	7	5
aDG glyco act	0.0	-0.2	-0.4	0.1	0.8	-0.5	0.5	-0.1
Granule exo inh	2	1	-2	-3	-2	-2	-3	0
ABCB6 inh MLPCN	99	129	88	99	98	98	103	94
ABHD5-PLIN5 inh	-4	-9	10	2	6	-3	-7	2
iPSC survival up	-0.7	-1.6	-0.4	-0.2	-1.1	-0.4	-2.8	-0.6
MC4R ag barr	3.6	-0.5	-0.4	-2.6	5.0	0.0	-0.3	-1.1
Glyco luc inh	1	-3	3	2	2	-3	0	1
MC4R antagonist	-2	7	5	1	13	0	8	2

33) N#C/C(=C\c1ccc(O)c([N+](=O)[O-])c1)c1nc2ccccc2s1
34) COc1cc2c(C(=O)NCc3ccccn3)cn(C)c(=O)c2cc1OC
35) COc1ccc(NC(=O)CCn2nc(C)cc2C)cc1
36) Cc1ccc(-n2ncc3c2ncn2nc(-c4ccco4)nc32)c(C)c1
37) O=S(=O)(c1ccc(Cl)cc1)c1snnc1-c1ccccc1
38) CCn1c(=O)cc(SCC(=O)Nc2ccc(C)cn2)c2ccccc21
39) CCOC(=O)c1ccc(NCc2cccnc2)cc1
40) N#CCCN(Cc1ccccc1)C(=O)Nc1ccc(F)cc1
41) Cc1cccc(NC(=O)C2CCCN(S(=O)(=O)c3cccc4cccnc34)C2)c1 (stereo unspecified)
42) CC(=O)c1cccc(CN2CCCC(CCC(=O)NCc3ccc(F)c(F)c3)C2)c1 (stereo unspecified)
43) O=C(c1cc2ccccc2oc1=O)N(c1ccc(Cl)cc1)C1C=CS(=O)(=O)C1 (stereo unspecified)

Screen / compound no.	33	34	35	36	37	38	39	40	41	42	43
H9c2 protect	-30	17	-2	-7	-17	5	-2	0	-9	1	8
HTR2A ag	9	5	-2	0	-5	1	3	-3	1	-3	3
aDG glyco act	0.4	-0.1	-0.1	0.0	0.0	-0.8	0.0	0.0	1.6	-0.2	0.1
Granule exo inh	4	1	-1	0	-4	1	-7	-3	-1	-6	3
ABCB6 inh MLPCN	105	100	96	88	90	92	101	99	86	104	97
ABHD5-PLIN5 inh	6	3	-8	-2	5	7	-1	-4	-1	-7	4
iPSC survival up	-1.3	-1.0	4.4	-1.7	-6.3	-1.6	-0.3	-0.4	3.8	1.0	-1.4
MC4R ag barr	-5.8	0.7	-0.8	2.6	-0.7	-1.0	1.1	0.2	-0.8	-0.6	-0.8
Glyco luc inh	1	1	1	-3	-13	4	1	1	-6	1	-4
MC4R antagonist	14	-3	6	5	-12	5	14	-5	3	-1	19
